Source: PubChem BioAssay (several laboratories)
OX1R antag-1 = blocks the human orexin 1 receptor; O43613; CHO/OX1R cells, Fluo-8 calcium fluorescence, orexin A; inhibition, % at 5 µM; actives 0.43% (n = 330,000); AID 434989;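 active = inhibition above its plate's threshold, mean inhibition of all tested compounds on the plate plus 3 SD, cut at about 37% in these data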;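 also: 0% = orexin A challenge wells and 100% = SB-334867-A antagonist wells; not every result past the cut was called active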
Target sequence (O43613 whole entry, looked up): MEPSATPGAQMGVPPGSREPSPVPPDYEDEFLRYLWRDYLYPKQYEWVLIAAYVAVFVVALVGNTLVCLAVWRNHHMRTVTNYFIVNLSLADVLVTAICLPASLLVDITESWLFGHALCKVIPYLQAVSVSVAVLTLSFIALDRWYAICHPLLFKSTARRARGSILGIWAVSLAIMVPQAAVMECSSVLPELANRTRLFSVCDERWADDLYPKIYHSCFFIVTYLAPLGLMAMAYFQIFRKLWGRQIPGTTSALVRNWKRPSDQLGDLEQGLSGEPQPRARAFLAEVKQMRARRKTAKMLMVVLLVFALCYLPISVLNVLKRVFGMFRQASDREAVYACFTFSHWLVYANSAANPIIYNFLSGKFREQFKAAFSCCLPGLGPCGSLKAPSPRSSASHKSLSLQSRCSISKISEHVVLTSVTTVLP
STK33 inh = human STK33 kinase inhibition | actives 0.073% (n = 320,000) | AID 2661 | inhibition, % at 10 µM | purified STK33, MBP phosphorylation, ADP-Glo luminescence | Q9BYT3;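 active = inhibition at or above 25%, using the most active replicate where run in duplicate; inactive = inhibition below 25%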
Target sequence (Q9BYT3 whole entry, looked up): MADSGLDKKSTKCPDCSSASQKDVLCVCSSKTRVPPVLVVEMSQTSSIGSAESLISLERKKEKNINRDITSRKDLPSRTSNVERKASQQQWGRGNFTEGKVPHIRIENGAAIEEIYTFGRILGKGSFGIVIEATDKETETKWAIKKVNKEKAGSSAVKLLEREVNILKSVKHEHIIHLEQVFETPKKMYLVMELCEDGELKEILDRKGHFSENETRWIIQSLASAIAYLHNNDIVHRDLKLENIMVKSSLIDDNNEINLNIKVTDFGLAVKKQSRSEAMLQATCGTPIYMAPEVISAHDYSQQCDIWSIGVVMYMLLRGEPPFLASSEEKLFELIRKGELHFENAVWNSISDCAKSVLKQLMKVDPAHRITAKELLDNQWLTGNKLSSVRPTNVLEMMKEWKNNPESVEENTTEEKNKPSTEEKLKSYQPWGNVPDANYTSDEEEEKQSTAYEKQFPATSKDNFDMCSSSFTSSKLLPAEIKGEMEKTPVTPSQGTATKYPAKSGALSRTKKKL
OX1R antag-2 = OX1R (human) antagonism; O43613; OX1R-expressing cells, FRET antagonist read-out; inhibition, % at 6.6 µM; actives 1.8% (n = 330,000); AID 485270; in the data active = inhibition mostly above about 38%, no sharp cut-off; inactive = mostly below about 40%;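 also: 0% = agonist challenge alone and 100% = reference antagonist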
Starred values were filed as active, the others as inactive; · = not tested or not shown.

(1) CCc1noc(C)c1C(=O)N(C)CC(=O)Nc1ccc(Cl)c(Cl)c1
(2) CN(CCOc1ccccc1)C(=O)C1CCC(=O)N(CCCN2CCOCC2)C1 (stereo not drawn)
(3) CC1CCN(CC(O)CN2c3ccccc3Sc3ccccc32)CC1 (stereo not drawn)
(4) COc1ccc(NC(=O)C2CCCO2)cc1 (stereo not drawn)
(5) Cc1nc(-c2ccc(Cl)cc2)sc1C(=O)CBr
(6) Cc1c(NS(=O)(=O)c2ccc3c(c2)CCN3C(=O)C2CC2)c(=O)n(-c2ccccc2)n1C
(7) CC(=O)c1ccc(S(=O)(=O)N2CCC(c3nc4ccccc4[nH]3)CC2)cc1
(8) COc1ccc(OCCCC(=O)Nc2nc(-c3ccccn3)cs2)cc1

compound no.	1	2	3	4	5	6	7	8
OX1R antag-1	-24	-3	-14	-11	-6	-21	-7	-29
OX1R antag-2	7	19	1	13	10	23	7	20
STK33 inh	0.3	5.4	-0.5	0.0	0.7	-0.4	-0.5	-0.4

(9) COc1ccc(-n2cc(-c3ccc(C)cc3)[n+]3c2SCC3)cc1
(10) NS(=O)(=O)c1ccc(NC(=S)NCCc2ccccc2)cc1
(11) O=C(CCCc1ccccc1)Nc1ccc(S(=O)(=O)N2CCOCC2)cc1
(12) Cc1nonc1NC(=O)CSc1nnc(N)s1
(13) Cn1c(CN2CCCC2)nc2cc(NC(=O)c3ccco3)ccc21
(14) COc1cc2[nH]c(=S)n(C3CCN(Cc4ccccc4)CC3)c(=O)c2cc1OC
(15) CCOc1ccc(OCCC(=O)N(CC)CC(=O)Nc2c(F)cccc2F)cc1
(16) COc1ccc(C(=O)Oc2ccc(Br)cc2C(=S)N2CCOCC2)cc1

compound no.	9	10	11	12	13	14	15	16
OX1R antag-1	-14	14	-6	-6	12	-20	-2	-2
OX1R antag-2	28	-12	2	8	13	16	4	18
STK33 inh	-2.1	1.6	-1.7	-1.4	2.3	-1.7	-2.0	0.1

(17) CCCCNc1c(-c2ccc(-c3cccc(Cl)c3)cc2)nc2ccccn12
(18) COc1ccc(/C(=N\O)c2nccc3cc(OC)c(OC)cc23)cc1OC
(19) O=S(=O)(NCCOCC(F)(F)C(F)F)c1ccc2oc3ccccc3c2c1
(20) Cc1csc(NC(=O)c2ccc(Cn3nc(C)c(Br)c3C)o2)n1
(21) COc1ccccc1CNC(=O)C1CCN(C(=O)c2sccc2-n2cccc2)CC1
(22) CC1CC(C)CN(S(=O)(=O)N2CCC(C(=O)NCc3ccco3)CC2)C1 (stereo not drawn)
(23) CN1C(=S)SC(/[N+]([O-])=C\c2ccccc2F)C1(C)C (stereo not drawn)
(24) O=C(Nc1ccccc1Oc1cccnc1)C1CCCN(Cc2ccc(F)cc2)C1 (stereo not drawn)

compound no.	17	18	19	20	21	22	23	24
OX1R antag-1	-1	-5	20	19	-17	-23	-18	-31
OX1R antag-2	33	15	60	18	7	7	-2	22
STK33 inh	0.5	-0.4	-1.1	-0.1	-0.3	0.3	-1.9	0.4

(25) N#Cc1ccccc1S(=O)(=O)N1CCNS(=O)(=O)c2ccccc21
(26) Cc1cc(NC(=O)CSc2ccc(-c3ccccc3)nn2)no1
(27) Nc1ccc2nc(-c3ccc(-c4nc5ccc(N)cc5[nH]4)cc3)[nH]c2c1
(28) COc1ccc(-c2ccc(CCC(=O)O)n2CC2CCCO2)cc1 (stereo not drawn)
(29) O=C(COC(=O)c1cc(-c2ccncc2)nc2ccccc12)Nc1ccc2c(c1)OCO2
(30) CC(C)(C)OC(=O)C[C@@H]1C/C=C\C[C@@H](CC(=O)N[C@H](CO)Cc2ccccc2)C(=O)NCCOC1=O
(31) CN1C(=O)C2(OCC(C)([N+](=O)[O-])CO2)c2ccccc21 (stereo not drawn)
(32) S=c1[nH]nc(-c2ccccc2)n1/N=C/c1cccs1

compound no.	25	26	27	28	29	30	31	32
OX1R antag-1	3	-1	-9	-36	-1	3	0	-15
OX1R antag-2	11	19	2	24	152*	6	10	43
STK33 inh	·	-0.1	0.0	1.2	6.7	-0.6	-0.7	3.8

(33) Cc1ccc(S(=O)(=O)N2CCOCC2)cc1-c1n[nH]c(=S)n1-c1ccccc1
(34) COc1cccc(C2C3=C(CC(C)(C)CC3=O)Nc3cc4c(cc32)OCO4)c1 (stereo not drawn)
(35) CC(C)C(NS(=O)(=O)c1cccc(C(F)(F)F)c1)C(=O)NCc1cccs1 (stereo not drawn)
(36) COc1ccc(NC(=O)CCN2C(=O)c3ccccc3C2=O)c(OC)c1
(37) COc1cc2ccccc2cc1C(=O)NCCCN1CCOCC1
(38) COc1cc(OC)cc(-c2sc3ccc(OC)cc3c2-c2ccc(OCCN3CCOCC3)cc2)c1
(39) C/C(=N\NC(=S)Nc1c(C)cccc1C)c1cc2ccccc2o1
(40) Clc1ccccc1OCCn1ccnc1

compound no.	33	34	35	36	37	38	39	40
OX1R antag-1	-2	-37	-13	-5	-12	6	-21	-8
OX1R antag-2	-2	12	3	12	13	6	5	1
STK33 inh	-0.6	-0.3	-0.5	-1.0	-0.2	·	-1.4	0.9

(41) COCCCN1C(=O)C(=O)/C(=C(/O)c2ccc(OC)cc2)C1c1cccc(OC)c1 (stereo not drawn)
(42) COc1ccc(CNC(=O)CC2C[C@H](C(=O)N3CCOCC3)[C@@]3(C)c4[nH]c5ccccc5c4CCN3C2=O)cc1OC (stereo partly drawn)
(43) N#C/C(=C\c1ccc[nH]1)C(=O)c1ccccc1
(44) CC1(C)Cc2c(sc(NC(=O)c3ccc4c(c3)OCCO4)c2C(N)=O)C(C)(C)N1
(45) Cc1cccc(C)c1OCc1cc(C(=O)N2CCN(C3CCCC3)CC2)no1
(46) CCOc1cc(/C=N/NC(=O)c2ccc(CN3CCOCC3)cc2)ccc1OCc1ccccc1
(47) CCn1c(CNC(=O)c2ccccc2OC)nnc1SCC(=O)c1ccc(F)cc1
(48) CCC(=O)N1CCN(c2ccc(NC(=O)c3ccc4ccccc4c3)cc2)CC1

compound no.	41	42	43	44	45	46	47	48
OX1R antag-1	-13	-23	-10	-24	-27	-17	-12	-17
OX1R antag-2	24	1	9	8	13	23	19	14
STK33 inh	-1.5	-0.6	-0.6	2.8	-2.1	0.2	-0.7	0.5

(49) O=C(COC(=O)CCc1nc2ccccc2c(=O)[nH]1)NC1CCS(=O)(=O)C1 (stereo not drawn)
(50) CCOC(=O)c1c(NC(=O)COC(=O)c2ccc(O)cc2)sc(C(=O)NC)c1C
(51) Cc1cc(C)c(C#N)c(SCC(=O)N2CCCCC2)n1
(52) Nc1c(C(=O)c2ccc(Br)s2)oc2ccccc12
(53) Cc1nc2scc(-c3ccco3)c2c(=O)n1/N=C/N(C)C
(54) Cn1c(SCC(=O)Nc2ccccc2)nc(O)cc1=O
(55) CC1CN(CC(=O)Nc2nc(-c3ccc(Cl)cc3)cs2)CC(C)O1 (stereo not drawn)
(56) Cc1cccn2c(=O)c3cc(C(=O)N4c5ccccc5CC4C)n(C)c3nc12 (stereo not drawn)

compound no.	49	50	51	52	53	54	55	56
OX1R antag-1	-17	-18	-3	27	5	-17	-24	-14
OX1R antag-2	5	27	18	77*	12	17	6	4
STK33 inh	0.8	0.3	0.2	-1.1	-1.1	-0.3	-0.4	-0.5

(57) CC(C)(C)OC(=O)N[C@H](C(=O)OC(C)(C)C)c1ccc2ccccc2c1
(58) Cc1onc(NC(=O)c2ccc([N+](=O)[O-])o2)c1Br
(59) NC(N)=NC(N)=NCCc1ccccc1
(60) COCCn1c(C)cc(C(=O)COC(=O)c2cncc(Br)c2)c1C
(61) COc1cccc(C(C(=O)NC(C)(C)C)N(C(=O)CCC(=O)Nc2cc(C)on2)C2CC2)c1OC (stereo not drawn)
(62) CCc1nnc(NC(=O)[C@@H](NC(=O)c2cc(OC)cc(OC)c2)C(C)C)s1
(63) CCn1c(COc2cccc(C)c2)nnc1SCC(=O)CC(=O)Nc1ccccc1OC
(64) CCCN(C(=O)c1ccco1)c1nnc(-c2ccncc2)s1

compound no.	57	58	59	60	61	62	63	64
OX1R antag-1	-17	-17	-1	-16	-9	-31	-40	-21
OX1R antag-2	8	33	8	7	21	10	8	20
STK33 inh	-1.9	-0.7	-0.4	1.0	-0.3	-0.5	-1.1	-1.3

Reformatted with values under each structure: 17 of the compounds above.
Values in the order: OX1R antag-1 | OX1R antag-2 | STK33 inh
45	Cc1cccc(C)c1OCc1cc(C(=O)N2CCN(C3CCCC3)CC2)no1
 : -27 | 13 | -2.1
46	CCOc1cc(/C=N/NC(=O)c2ccc(CN3CCOCC3)cc2)ccc1OCc1ccccc1
 : -17 | 23 | 0.2
47	CCn1c(CNC(=O)c2ccccc2OC)nnc1SCC(=O)c1ccc(F)cc1
 : -12 | 19 | -0.7
48	CCC(=O)N1CCN(c2ccc(NC(=O)c3ccc4ccccc4c3)cc2)CC1
 : -17 | 14 | 0.5
49	O=C(COC(=O)CCc1nc2ccccc2c(=O)[nH]1)NC1CCS(=O)(=O)C1 (stereo not drawn)
 : -17 | 5 | 0.8
50	CCOC(=O)c1c(NC(=O)COC(=O)c2ccc(O)cc2)sc(C(=O)NC)c1C
 : -18 | 27 | 0.3
51	Cc1cc(C)c(C#N)c(SCC(=O)N2CCCCC2)n1
 : -3 | 18 | 0.2
52	Nc1c(C(=O)c2ccc(Br)s2)oc2ccccc12
 : 27 | 77* | -1.1
53	Cc1nc2scc(-c3ccco3)c2c(=O)n1/N=C/N(C)C
 : 5 | 12 | -1.1
54	Cn1c(SCC(=O)Nc2ccccc2)nc(O)cc1=O
 : -17 | 17 | -0.3
55	CC1CN(CC(=O)Nc2nc(-c3ccc(Cl)cc3)cs2)CC(C)O1 (stereo not drawn)
 : -24 | 6 | -0.4
56	Cc1cccn2c(=O)c3cc(C(=O)N4c5ccccc5CC4C)n(C)c3nc12 (stereo not drawn)
 : -14 | 4 | -0.5
57	CC(C)(C)OC(=O)N[C@H](C(=O)OC(C)(C)C)c1ccc2ccccc2c1
 : -17 | 8 | -1.9
58	Cc1onc(NC(=O)c2ccc([N+](=O)[O-])o2)c1Br
 : -17 | 33 | -0.7
59	NC(N)=NC(N)=NCCc1ccccc1
 : -1 | 8 | -0.4
60	COCCn1c(C)cc(C(=O)COC(=O)c2cncc(Br)c2)c1C
 : -16 | 7 | 1.0
61	COc1cccc(C(C(=O)NC(C)(C)C)N(C(=O)CCC(=O)Nc2cc(C)on2)C2CC2)c1OC (stereo not drawn)
 : -9 | 21 | -0.3

Going on with the list.
(65) O=c1oc2ccccc2c(NC2CCCCC2)c1NS(=O)(=O)c1ccc(F)cc1
(66) CC(=O)NCCc1ccc(C(=O)COC(=O)C2CCCCC2)cc1
(67) CCN1CCN(C(=O)c2sc3nc(C)nc(N4CCC(C)CC4)c3c2C)CC1
(68) COc1cccc(CC2(CO)CCN(C(=O)NC3CCCCC3)CC2)c1
(69) Cc1cccc(N2CN=c3s/c(=C\c4ccccn4)c(=O)n3C2)c1
(70) O=S1(=O)N=C(Nc2ccc(S(=O)(=O)N3CCCCC3)cc2)c2ccccc21
(71) N#Cc1c(-c2ccco2)nc(NCC2CCCO2)[nH]c1=O (stereo not drawn)
(72) Cc1ccc2nc(-c3ccsc3)c(NC3CCCC3)n2c1

compound no.	65	66	67	68	69	70	71	72
OX1R antag-1	-30	2	-20	-4	4	-3	-13	-36
OX1R antag-2	32	2	18	24	28	30	6	30
STK33 inh	-1.7	-0.4	-0.2	1.1	-0.6	0.5	1.5	-0.3

(73) CCc1ccc2oc(-c3cc(N=Cc4cccc(OC)c4O)ccc3O)nc2c1
(74) COc1ccccc1NC(=O)C1CCOC1=O (stereo not drawn)
(75) CCN(C(=O)COC(=O)/C=C/c1cccc(Br)c1)C1CCS(=O)(=O)C1 (stereo not drawn)
(76) Cc1noc(/C=C/c2ccco2)c1S(=O)(=O)N1CCC(C(=O)N2c3ccccc3CC2C)CC1 (stereo not drawn)
(77) O=C(c1ccsc1)N1CCCC(N2CCN(c3ccccc3F)CC2)C1 (stereo not drawn)
(78) COc1ccc(C)cc1S(=O)(=O)Nc1cccnc1
(79) CCOC(=O)CSc1nc(C2CC2)cc(-c2ccc(Cl)cc2)c1C#N
(80) COc1cc(OC)cc(-c2nnc(Sc3ccc(C=O)cc3[N+](=O)[O-])o2)c1

compound no.	73	74	75	76	77	78	79	80
OX1R antag-1	-21	-8	-13	-12	-8	5	-19	14
OX1R antag-2	7	2	21	13	36	5	23	22
STK33 inh	-1.9	1.5	-0.4	-0.7	0.2	-1.6	-0.9	0.4

(81) C=CCn1c(O)c(N=NC(=S)Nc2ccc(OC)c(Cl)c2)c2ccccc21
(82) O=C(COC(=O)c1ccccc1C(=O)OCC(=O)NCCc1c[nH]c2ccccc12)NCCc1c[nH]c2ccccc12
(83) CCOc1ccc(C(NC(=O)/C=C/c2ccco2)c2ccc(OC)c(OC)c2)cc1 (stereo not drawn)
(84) CCC(CO)NCc1ccc(OC2CCCC2)cc1 (stereo not drawn)
(85) O=C(Cc1ccccn1)c1ccc(Cl)cc1

compound no.	81	82	83	84	85
OX1R antag-1	-25	58*	-1	-23	-29
OX1R antag-2	25	68*	3	9	7
STK33 inh	-1.1	-1.5	-0.7	-0.3	-0.6
